Screening data as filed in PubChem BioAssay.
OXTR potentiator – potentiators of human oxytocin receptor; CHO-OTR cells, Fluo-8 calcium fluorescence, potentiator mode; 0% = oxytocin EC15, 100% = EC100; activation, % at 3 µM; AID 2445; P30559; actives 0.061% (n = 320,000);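 active = activation above that plate's cutoff, the mean activation of tested compounds plus 3 SD, cut at about 6.6% in these data, passing the limit was not always enough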;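 also: 100% uses oxytocin at 75 nM as the full agonist control; some results filed as inactive read as strong as hits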
Target sequence (P30559 whole entry, looked up): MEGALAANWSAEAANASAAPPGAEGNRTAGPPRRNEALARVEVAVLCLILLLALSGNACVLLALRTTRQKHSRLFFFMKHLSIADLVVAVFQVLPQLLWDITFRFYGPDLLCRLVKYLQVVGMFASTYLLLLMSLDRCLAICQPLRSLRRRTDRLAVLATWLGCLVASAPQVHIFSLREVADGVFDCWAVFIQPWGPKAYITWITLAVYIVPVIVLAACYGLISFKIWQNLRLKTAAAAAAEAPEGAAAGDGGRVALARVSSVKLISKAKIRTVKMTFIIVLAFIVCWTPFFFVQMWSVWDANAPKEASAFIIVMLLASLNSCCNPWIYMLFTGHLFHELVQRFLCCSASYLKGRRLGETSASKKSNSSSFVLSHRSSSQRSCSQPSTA
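test system = CHO-OTR cells, human receptor | compound = single-point 3.0 µM | schedule = 6 min compound pre-incubation at room temperature, 100 s kinetic read | signal = Fluo-8 no-wash calcium dye fluorescence, excitation 470-495 nm, emission 515-575 nm | repeats = single well per compound, singlicate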
CHO-K1 Ca ag – M1 agonist counterscreen hit in parental CHO-K1 cells; AID 602248; Fluo-8 calcium fluorescence; scaled to maximal ATP response, vehicle zero; actives 0.48% (n = 360,000); activation, % at 3 µM; in the data active = activation above about 15%;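 also: untransfected CHO-K1 host cells lacking M1 receptor as counterscreen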
V1aR counter – V1a receptor agonism, counter-screen for OXTR agonists | P37288 | CHO-V1R cells, Fluo-8 calcium fluorescence, agonist mode; 0% DMSO, 100% 3 nM vasopressin | activation, % at 3 µM | actives 0.25% (n = 320,000) | AID 2797;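 active = activation above the mean activation of all tested compounds plus 3 SD, per screening run, cut at about 20% in these data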;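 also: signal is peak over basal fluorescence ratio across a 100 second FLIPR read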
OXTR ag – human OXTR agonism; P30559; CHO-OTR cells, Fluo-8 calcium fluorescence; normalized: DMSO 0%, oxytocin 100%; activation, % at 3 µM; actives 0.32% (n = 320,000); AID 2435;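 active = activation above the mean of all tested compounds plus 3 SD, cutoff set per screening run, cut at about 20% in these data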;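 also: peak over basal fluorescence ratio from a 100 s FLIPR kinetic read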
GPR7 antagonist – human neuropeptides B/W receptor 1 antagonism; actives 1.1% (n = 290,000); AID 1861; inhibition, % at 4.4 µM; GPR7-expressing cells, fluorescence antagonist assay; P48145; in the data active = inhibition above about 16%, passing the limit was not always enough;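 also: cells stimulated with the agonist NPW; 0% = agonist with vehicle and 100% = vehicle without agonist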
Target sequence (P48145 whole entry, looked up): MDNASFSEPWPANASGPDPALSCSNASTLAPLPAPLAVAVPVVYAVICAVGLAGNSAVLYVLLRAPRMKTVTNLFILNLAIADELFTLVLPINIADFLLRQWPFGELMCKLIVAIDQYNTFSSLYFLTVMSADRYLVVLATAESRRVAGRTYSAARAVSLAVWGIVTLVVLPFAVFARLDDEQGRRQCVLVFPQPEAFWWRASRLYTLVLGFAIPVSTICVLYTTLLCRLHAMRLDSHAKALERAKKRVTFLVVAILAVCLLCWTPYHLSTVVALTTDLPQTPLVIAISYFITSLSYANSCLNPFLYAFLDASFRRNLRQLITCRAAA
TAAR1 antagonist – antagonists of human TAAR1; Q96RJ0; CHO RD-HGA16 TAAR1, Fluo-8 calcium fluorescence, antagonist; inhibition, % at 3 µM; actives 1.5% (n = 360,000); AID 624466;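 active = inhibition above a per-plate cutoff, the mean inhibition of test compounds on that plate plus 3 SD, cut at about 49% in these data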;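 also: 0% = DMSO plus EC80 beta-PEA response and 100% = DMSO alone without agonist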
Target sequence (Q96RJ0 whole entry, looked up): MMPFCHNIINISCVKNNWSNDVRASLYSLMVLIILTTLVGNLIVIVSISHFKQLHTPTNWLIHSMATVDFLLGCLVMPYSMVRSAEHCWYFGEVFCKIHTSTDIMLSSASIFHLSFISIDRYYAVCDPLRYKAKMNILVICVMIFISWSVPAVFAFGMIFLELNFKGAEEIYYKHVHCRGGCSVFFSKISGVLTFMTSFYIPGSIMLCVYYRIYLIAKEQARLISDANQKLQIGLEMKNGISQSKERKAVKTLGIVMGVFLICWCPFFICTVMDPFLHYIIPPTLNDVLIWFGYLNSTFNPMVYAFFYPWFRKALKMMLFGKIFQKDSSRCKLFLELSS
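Test system: CHO RD-HGA16 cells bearing hTAAR1 | Reagent: β-PEA, EC80 | Compound dosing: 3 µM, single point | Schedule: Dye loading 75 min at 37 °C, then 30 min room temperature | Signal: Calcium fluorescence with Fluo-8 | Evaluation: Percent inhibition of PEA-evoked calcium signal, max/basal emission ratio | Control set: DMSO-only wells and EC80 β-PEA-stimulated wells | Repeats: Singlicate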
CHO-K1 Ca antag – M1 antagonist counterscreen hit in parental CHO-K1 cells; ATP-induced calcium, Fluo-8 fluorescence; inhibition, % at 3 µM; actives 0.6% (n = 360,000); AID 602250;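 active = inhibition above a per-plate cutoff, the plate's mean sample inhibition plus 3 SD, cut at about 24% in these data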;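 also: 0% = DMSO plus EC80 ATP and 100% = DMSO alone without ATP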
CHO parental Ca – counter-screen for OX1R antagonists: effect in parental CHO cells. parental CHO-K1, ATP-induced calcium, Fluo-8 fluorescence. inhibition, % at 5.6 µM. actives 0.63% (n = 330,000);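 active = inhibition above that plate's mean sample inhibition plus 3 SD, cut at about 26% in these data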;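 also: 0% = ATP-challenged DMSO wells and 100% = DMSO wells without ATP; some compounds past the cut are filed as inactive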
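material = parental CHO cells | also added = ATP as calcium-mobilizing challenge | dosing = single point at 5.6 µM | detection = intracellular calcium via Fluo-8 no-wash fluorescent dye | read-out = % inhibition | benchmarks = low control ATP plus DMSO, high control DMSO only | repeats = one well per compound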
CHO-K1 Ca PAM – M1 PAM counterscreen hit in parental CHO-K1 cells; ATP EC20, Fluo-8 calcium fluorescence; 0% at ATP EC20, 100% at ATP max; activation, % at 3 µM; actives 0.02% (n = 360,000);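 active = activation above the run cutoff, the mean activation of all test compounds plus 3 SD, cut at about 40% in these data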;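 also: peak over basal fluorescence ratio in a 140 s read after ATP addition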
An asterisk follows results filed as active; / = not tested or not shown.

SMILES	OXTR potentiator	CHO-K1 Ca ag	V1aR counter	OXTR ag	GPR7 antagonist	TAAR1 antagonist	CHO-K1 Ca antag	CHO parental Ca	CHO-K1 Ca PAM
COC(=O)C(C(=O)OC)C(CC(=O)c1ccc(C)cc1)c1cc(OC)c(OC)c(OC)c1 (stereo unspecified)	1	0.8	0.1	-1.0	-9	1	12	-33	-25
COC(=O)c1ccc(CSCC(=O)Nc2cc(OC)cc(OC)c2)o1	-10	0.3	-0.2	-0.9	-5	-7	-10	-8	16
COc1cccc(N(C(=O)c2cnccn2)C(C(=O)NC2CCCCC2)c2ccc(Cl)cc2)c1 (stereo unspecified)	-12	0.8	-0.6	-2.3	10	6	-21	-10	18
Cc1nn(CC(=O)NCCCc2ccccc2)c(=O)c2cc3occc3n12	0	1.2	-0.5	-0.4	-14	-26	-25	-17	15
COc1ccc(N2CCN(C3CCCN(Cc4cccc(C(C)=O)c4)C3)CC2)cc1 (stereo unspecified)	-16	1.1	0.7	-0.5	-2	0	-12	-21	21
CCCC(=O)NCCc1cc2c(C)ccc(C)c2[nH]c1=O	-3	-0.2	-0.1	-0.6	-15	-11	4	-12	2
CCCCC1=NN2CCS(=O)(=O)N=C2S1	-4	4.6	1.5	0.7	2	7	-8	-10	10
C=CCSC1=N/C(=C\c2sccc2C)C(=O)S1	6	3.4	0.4	0.3	-6	1	-12	2	23
CC(=O)OCC(OC(C)=O)C(OC(C)=O)C(OC(C)=O)C(=O)Nc1ccc(C)cc1 (stereo unspecified)	5	-0.5	0.0	0.1	-16	4	17	-4	-8
CCN(CC)CCCNC(=O)c1c(O)c2cc(F)cc3c2n(c1=O)C(C)CC3 (stereo unspecified)	-5	2.6	1.2	0.1	4	-8	-10	-19	6
COc1ccc(S(=O)(=O)N2CCC(C(=O)NCCC3=CCCCC3)CC2)cc1C	-11	6.5	3.3	5.0	-4	-12	-26	-21	13
O=C(CN(C(=O)CNC(=O)c1cccs1)c1ccccc1)NC1CCCCC1	-5	1.0	1.3	0.6	8	-8	-12	-4	9
COc1ccc(N2C(=O)CC(N(C)CCc3ccc(OC)c(OC)c3)C2=O)cc1 (stereo unspecified)	-9	0.5	0.9	-0.3	-3	16	-9	-19	26
CC1CN(C(=O)c2ccc([N+](=O)[O-])s2)CC(C)O1 (stereo unspecified)	1	0.5	0.3	1.1	/	-3	3	5	12
Cc1ccc(SCCNC(=O)/C=C/c2cccc([N+](=O)[O-])c2)cc1	-9	0.7	2.1	0.4	-7	22	11	-19	-7
Cc1cc(C)nc(N2CCCC(CCC(=O)NCc3ccc(F)c(F)c3)C2)n1 (stereo unspecified)	-13	0.1	-1.5	-2.4	-19	0	-11	-15	6
CCN(CC)S(=O)(=O)c1ccc2oc(C(=O)NCCCN3CCOCC3)c(C)c2c1	0	3.5	1.5	1.7	-6	11	-18	-8	16
CCN(CC)C(=O)CSc1nsc(SCC(=O)N(CC)CC)c1C#N	-12	-0.1	1.3	-0.1	-12	-13	26*	-8	-9
Cn1c(-c2ccc(Cl)cc2)ccc(C#N)c1=O	3	0.5	-1.7	-1.9	4	4	-4	4	16
COc1ccc(-n2c(CN3CCN(Cc4ccccc4)CC3)nc3ccc([N+](=O)[O-])cc3c2=O)c(OC)c1	-2	2.2	-0.2	0.7	-3	-41	-17	-17	18
CC(NCc1ccccc1O)C12CC3CC(CC(C3)C1)C2 (stereo unspecified)	-15	7.6	2.4	4.2	23	8	-11	1	12
COc1cccc(OC)c1C(=O)NC(=S)Nc1ccc2oc(=O)ccc2c1	-7	0.3	0.4	-1.6	-5	-9	0	-4	21
CC(=O)c1ccccc1NC(=O)COC(=O)/C=C/c1ccc(OC(F)F)cc1	3	-0.2	0.0	1.3	/	-4	4	-15	4
O=C(O)c1cc(-c2ccc(Cl)c(Cl)c2)n(-c2ccc(F)cc2)n1	-8	-0.1	2.5	-1.1	-10	29	-8	-12	4
CC(C)NC(=S)N1CCn2c(nc3ccccc32)C1	-9	1.3	-0.1	0.7	-5	18	-16	-10	18
O=C1OCCN/C1=C\C(=O)c1ccc(Cl)cc1	-6	3.3	0.6	1.5	-10	-21	-4	-7	12
CCOc1ccc(-n2c(=S)sc3c(=O)[nH]c(SCC(=O)NCc4ccco4)nc32)cc1	-7	0.1	0.9	0.7	-9	-5	-11	0	7
O=C(Nc1ccc2oc(-c3cccnc3)nc2c1)c1cccnc1	-22	0.3	-0.2	0.9	-8	12	-6	3	14
O=C(OCC(=O)N1CCN(c2ccccc2)CC1)c1cnc(Cl)c(Cl)c1	-19	/	-0.7	-2.2	20	-7	/	-23	/
COc1ccccc1NC(=O)COc1ccc(Br)cc1CO	3	3.5	0.5	-0.3	-3	28	-8	-11	16
CCCCn1c(N)c(N(CCC(C)C)C(=O)c2ccccc2C)c(=O)[nH]c1=O	-1	2.8	-0.1	1.2	-2	-8	-12	-10	14
COc1cccc(OC)c1CNC(=O)CCSCc1ccccc1F	3	0.4	0.3	0.2	-19	-5	-14	-12	17
O=C(Nc1ccc(OC(F)(F)F)cc1)c1ccc(-n2cncn2)nc1	-4	1.0	4.8	2.3	-13	-28	10	3	0
Nc1nonc1C(=O)N/N=C/c1ccc(-c2ccc(Cl)c(C(=O)O)c2)o1	5	0.3	1.2	-0.1	1	8	-12	-7	18
O=C(NCc1ccc(Cl)cc1)c1cc(=O)nc2sc(-c3ccccc3)nn12	-3	-0.2	0.7	-1.8	-4	14	22	-20	-8
CCN1C(=O)N(C)C2(c3ccccc3)N(C)C(=O)N(C)C12c1ccccc1 (stereo unspecified)	-10	-0.1	0.9	-0.2	-5	4	-2	-11	-1
Cc1ccc(CNC(=O)C2CC(c3ccccc3C(F)(F)F)=NO2)o1 (stereo unspecified)	0	-0.6	-0.2	-0.8	/	8	11	-23	-20
N/C(=N\OC(=O)C(c1ccccc1)c1ccccc1)c1ccncc1	-3	-0.2	-1.2	-2.4	-3	-22	-6	-13	14
O=Cc1c(NCc2ccc(F)cc2)c2ccccc2[nH]c1=O	-10	0.8	0.4	0.3	-9	1	-9	-6	10
COc1cc(/C=C/c2nc3ccccc3c(=O)[nH]2)cc(Cl)c1O	-9	0.8	1.2	2.3	7	-10	-18	5	-5
O=C(NCc1ccccn1)Nc1ccc(Cl)cc1	1	1.1	17	1.2	/	-9	-9	-18	1
CC(C)N(C)c1ncnc2c1ncn2[C@H]1CN(C2CCCC2)C[C@@H](CO)O1	/	0.1	/	/	/	-6	-1	/	8
Cc1onc(-c2c(Cl)cccc2Cl)c1C(N)=S	-1	0.0	2.5	0.6	-4	0	-5	-7	21
CCOC(=O)[C@H]1[C@H]2COc3ccc(OC)cc3[C@@H]2N2C(=O)c3cc(F)c(F)cc3NC(=O)[C@@]12C	7	-0.5	-0.1	2.5	/	9	0	-29	-13
COc1ccc(C(=O)Nc2nc3c(s2)CCCC3)cc1S(=O)(=O)N1CCCc2ccccc21	-10	3.3	1.0	1.1	-12	-9	2	14	5

Three compounds already listed, sorted by number of heavy atoms, falling.
SMILES	OXTR potentiator	CHO-K1 Ca ag	V1aR counter	OXTR ag	GPR7 antagonist	TAAR1 antagonist	CHO-K1 Ca antag	CHO parental Ca	CHO-K1 Ca PAM
CCN(CC)S(=O)(=O)c1ccc2oc(C(=O)NCCCN3CCOCC3)c(C)c2c1	0	3.5	1.5	1.7	-6	11	-18	-8	16
Cc1ccc(SCCNC(=O)/C=C/c2cccc([N+](=O)[O-])c2)cc1	-9	0.7	2.1	0.4	-7	22	11	-19	-7
Cc1onc(-c2c(Cl)cccc2Cl)c1C(N)=S	-1	0.0	2.5	0.6	-4	0	-5	-7	21

Continued:
SMILES	OXTR potentiator	CHO-K1 Ca ag	V1aR counter	OXTR ag	GPR7 antagonist	TAAR1 antagonist	CHO-K1 Ca antag	CHO parental Ca	CHO-K1 Ca PAM
Cc1ccc(OCC(=O)Nc2cc(C(=O)O)cc(C(=O)O)c2)cc1C	-8	0.4	0.2	0.7	7	-3	-4	-5	19
CCCCCn1c(=S)[nH]c2ncccc2c1=O	-10	0.4	1.2	-0.3	-1	-15	6	-5	4
Cc1ccccc1OCC(=O)OCC(=O)NCc1ccc2c(c1)OCO2	1	0.3	0.1	-0.2	/	-8	-11	-11	10
C/C(=N\Nc1ccc([N+](=O)[O-])cc1[N+](=O)[O-])c1cccnc1	-4	11	1.5	1.6	-8	16	11	0	6
COc1ccccc1OCCNC(=O)CNC(=O)c1ccc(Cl)c(Cl)c1	-1	1.3	-0.4	0.4	/	14	-11	-11	3
COc1ccc(C2CCCN2C(=S)Nc2ccc(C)c(C)c2)cc1OC (stereo unspecified)	-4	1.2	0.8	0.4	-14	11	-16	-23	4
Cc1c(C(=O)C(=O)N2CC=C(c3ccccc3)CC2)c2ccccc2n1C	0	2.2	0.7	-1.5	5	-8	-5	-9	10
O=C(O)C(Cc1cn[nH]n1)=NO	-11	0.6	-0.1	-0.4	-13	/	-4	-5	17
COc1ccccc1C(=O)NCCC(=O)N1CCN(S(=O)(=O)c2cccc(Cl)c2)CC1	1	0.0	-0.3	-0.9	/	-2	-8	-12	5
CCC(=O)c1ccc(OCC(=O)OCC(=O)NCC2CCCCC2)cc1	0	4.3	3.6	2.5	/	-10	-6	-6	12
O=C(Nc1c(C(=O)N2CCOCC2)cnn1-c1ccccc1)c1ccc(F)cc1	-5	-0.2	-0.3	-1.1	1	-23	5	-6	-25
Cc1cnn(C(=O)Cn2nc(C(F)F)c(Br)c2C)c1	/	1.9	/	/	/	9	-19	/	19
CCCC(C)C(=O)Nc1cccc(NC(C)=O)c1 (stereo unspecified)	7	0.5	0.2	1.0	-9	2	0	10	16
COc1ccc(N2CCN(C(CNC(=O)c3cccc(Cl)c3)c3cccnc3)CC2)cc1 (stereo unspecified)	-2	0.7	1.3	-0.9	-3	0	12	-26	-4
COc1cccc2c(=O)n(CC(=O)NC3CCCCC3)ccc12	0	0.4	0.3	-0.4	-6	-18	-8	0	14
COc1cccc(-c2nc(CCl)cs2)c1	3	-0.2	-1.3	0.1	13	9	-1	4	4
CN1CCN(C(CNS(=O)(=O)c2ccc(Cl)cc2)c2cccnc2)CC1 (stereo unspecified)	-19	-0.3	0.7	-1.9	8	9	24	-15	-2
C=CCOc1ccc(/C(O)=C2/C(=O)C(=O)N(CCN3CCOCC3)C2c2ccc(C)cc2)cc1 (stereo unspecified)	-9	0.0	0.8	-0.4	-2	-8	-2	0	4
COc1ccc2cc(C(=O)NCC(=O)O)sc(=O)c2c1OC	/	-0.1	/	/	-3	4	-11	/	11
O=C(Nc1ccccn1)c1ccc2c(c1)OCO2	-3	1.1	0.7	0.8	-9	3	-11	-2	16
COc1ccc(OC)c(NC(=O)C(C#N)=Cc2ccco2)c1	/	-0.4	/	/	/	4	-1	/	-19
